a7 integrin act: activates integrin-mediated alleviation for muscular dystrophy; alpha7betagal myoblasts, beta-gal FDG fluorescence, 48 h; Potency, µM (titrated, usually from 38.3 µM), for inactives: at the top dose activation, usual class: activators; 350,000 tested, 0.064% active; AID 624291;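 note: potency is the fitted concentration of half-maximal effect; 100% = response of the positive control SU9516; nearly all actives have a fitted effect of over 60% in size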
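Alpha7betagal+/- myoblasts (passage 13) were plated 16-24 hr, then exposed to compounds (1:260 dilution of DMSO stock) for 48 hours at 37C. After MPER lysis, β-galactosidase reporter activity was read as FDG fluorescence (ex 480/em 540) after 30 minutes.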
PTAP TSG101 blk: blocks PTAP/TSG101 interaction to inhibit HIV-1 budding. Q99816. Fluorescence polarization, FITC-PTAP peptide / Tsg101 binding. Potency, µM (titrated, usually from 115 µM), for inactives: at the highest dose activity change, negative = inhibition, hits mostly inhibitors. 340,000 tested, under 10 active. AID 493005; active = well fitted inhibition curve with a large enough effect in the main read-out, with a control signal flat, not every such curve was filed as active; inconclusive = small, poorly fitted or top-dose-only effect, or effect the other way, or a change in a side signal; inactive = no such curve, though single readings can be large or run the other way; note: potency is the fitted concentration of half-maximal effect; % of control where 0% means no effect
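Tsg101 binding domain (10 uM final) was mixed with compound and a FITC-labeled PTAP peptide (50 nM final) in HEPES pH 7.5 buffer with NaCl, Tween 20, EDTA and TCEP; fluorescence polarization was read after 20 min at r.t.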
USP2a inh: inhibitors of human ubiquitin-specific protease USP2a. 330,000 tested, 0.01% active. Potency, µM (series often up to 38.3 µM), without a hit: top-dose activity change, negative = inhibition, actives largely listed as inhibitors. USP2 core, Ub-CHOP2 coupled fluorogenic reporter, 485/531. AID 463254. O75604;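 note: potency is the fitted concentration of half-maximal effect; plate controls were DMSO wells for no effect and full inhibition by NEM control for full effect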
Target sequence (O75604 whole entry, looked up): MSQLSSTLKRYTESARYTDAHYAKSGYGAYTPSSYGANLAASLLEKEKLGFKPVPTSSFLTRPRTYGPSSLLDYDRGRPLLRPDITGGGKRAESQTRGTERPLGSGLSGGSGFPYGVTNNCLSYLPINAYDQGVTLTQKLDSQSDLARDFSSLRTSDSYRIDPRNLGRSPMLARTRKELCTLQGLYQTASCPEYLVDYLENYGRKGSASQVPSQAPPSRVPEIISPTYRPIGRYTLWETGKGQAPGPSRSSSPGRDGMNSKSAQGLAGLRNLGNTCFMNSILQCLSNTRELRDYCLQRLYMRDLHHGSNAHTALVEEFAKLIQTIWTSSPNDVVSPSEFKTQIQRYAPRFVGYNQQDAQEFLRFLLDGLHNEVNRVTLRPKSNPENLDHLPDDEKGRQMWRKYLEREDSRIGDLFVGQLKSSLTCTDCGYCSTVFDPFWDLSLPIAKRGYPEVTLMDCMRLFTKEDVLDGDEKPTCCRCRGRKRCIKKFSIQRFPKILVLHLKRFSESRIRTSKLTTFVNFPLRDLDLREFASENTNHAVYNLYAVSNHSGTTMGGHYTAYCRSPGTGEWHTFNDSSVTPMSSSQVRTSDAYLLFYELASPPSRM
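Deubiquitinase activity read as fluorescence (485/531 nm) after Ub-CHOP2 cleavage activates the enterokinase reporter on its substrate; USP2 core 10nM, Ub-CHOP2 and substrate 25nM each, 30min compound preincubation then 60min RT; data normalized to NEM, curves fitted.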
p53 reactivator: restores transcriptional activity of mutant p53; H1299 p53-A138V BP100-luciferase reporter, luminescence, 24 h; Potency, µM (doses to about 92.2 µM), for inactives: top-dose activity change, positive = activation, hits mostly activators; 320,000 tested, 0.063% active; AID 504706; note: potency is the fitted concentration of half-maximal effect; % of control where 0% means no effect; nearly all actives have a fitted effect of over 45% in size
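p53-null H1299 cells stably carrying temperature-sensitive p53-A138V and a BP100-luciferase reporter were pinned with compounds (4-point, 1:5 series) and held 24 hrs at 37 deg C. Luminescence was read 10 min after detection reagent.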
TRPV1 ag: human TRPV1 agonism; Q8NER1; TRPV1-expressing cells, Fluo-8 calcium influx, agonist mode; activation, % at 8.33 µM; 320,000 tested, 0.19% active; in the data active = activation above about 80%; inconclusive = between about 30% and that limit; note: 0% is about no effect
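TRPV1-expressing cells were cultured overnight at 35.5C and loaded with Fluo-8 calcium dye for 40 to 90 min at room temperature. After a 10 s baseline, compound was added and calcium influx was read kinetically for 3 min (ex 480/em 520 nm).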
BRCA1 expr act: BRCA1 expression activation; Potency, µM (titrated, usually from 46.1 µM), for inactives: at the highest dose activation, actives largely listed as activators; AID 624202; MCF7-BRCA1-FFLuc reporter, luminescence, 48 h; response scale: scaled: vehicle 0%, 10 µM genistein 100%; 380,000 tested, 1.1% active; note: potency is the fitted concentration of half-maximal effect; nearly all actives have a fitted effect of over 80% in size; some results filed as inactive show a strong effect at the top dose
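Quantitative HTS in MCF7 cells stably reporting BRCA1 expression via firefly luciferase. Compound treatment lasts 48 h at 37 °C in phenol-red free MEM. Activation is expressed relative to genistein at 10 microM and DMSO.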
Eya2 inh: inhibitors of human Eya2 phosphatase activity; recombinant Eya2, OMFP fluorescence dephosphorylation (OMFP is methylfluorescein phosphate); Potency, µM (titrated, usually from 76.9 µM), without a hit: at the top dose activity, negative = inhibition, most hits filed as inhibitors; 330,000 tested, 0.006% active; AID 488837; note: potency is the fitted concentration of half-maximal effect; % is set by controls: 0 for no effect and ±100 for the full control effect
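Eya2 (0.2 uM) preincubated 10 min at ambient with compound, then OMFP substrate added at 50 uM; 10 min reaction in 50 mM HEPES pH 7.5, 50 mM NaCl, 5 uM MgCl2, 0.05% BSA, 1 mM DTT. Fluorescence read at Ex 485/Em 525 nm.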
B2AR arrestin: agonists driving beta-arrestin recruitment to human beta2-adrenergic receptor; Potency, µM (doses to about 46.1 µM), for inactives: at the highest dose activation, most hits filed as activators; beta-arrestin recruitment to beta2AR, cell-based reporter; AID 492947; 330,000 tested, 0.02% active; P07550;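 note: potency is the fitted concentration of half-maximal effect; 0% = DMSO controls and full agonism = EC100 isoproterenol or metaproterenol; nearly all actives have a fitted effect of over 65% in size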
Target sequence (P07550 whole entry, looked up): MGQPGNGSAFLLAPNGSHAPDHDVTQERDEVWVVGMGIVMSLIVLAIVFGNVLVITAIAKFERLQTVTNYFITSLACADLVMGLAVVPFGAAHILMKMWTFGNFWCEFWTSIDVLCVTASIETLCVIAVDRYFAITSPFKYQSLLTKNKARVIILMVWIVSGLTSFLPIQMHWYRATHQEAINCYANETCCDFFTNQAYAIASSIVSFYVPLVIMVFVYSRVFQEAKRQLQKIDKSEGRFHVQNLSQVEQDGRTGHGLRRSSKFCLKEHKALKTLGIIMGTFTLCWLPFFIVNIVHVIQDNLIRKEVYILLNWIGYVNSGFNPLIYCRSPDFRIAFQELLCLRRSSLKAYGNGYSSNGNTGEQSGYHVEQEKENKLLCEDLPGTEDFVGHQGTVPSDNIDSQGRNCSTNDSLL
ELG1 genotoxic: induces genotoxicity in HEK293T cells with luciferase-tagged ELG1. Potency, µM (doses to about 46 µM), for the others: at the highest dose activity change, positive = activation, usual class: activators. HEK293T ELG1-luciferase reporter, luminescence, 16 h. 330,000 tested, 1.3% active; note: potency is the fitted concentration of half-maximal effect; % of control where 0% means no effect; nearly all actives have a fitted effect of over 60% in size
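Screening used a luciferase reporter fused to human ELG1 in HEK293T cells. Luminescence was read on a CCD plate imager after 16 hr exposure and 30 min ONE-Glo incubation.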
uPA generation: blocks generation of uPA at the cell surface; cell surface uPA generation assay, qHTS; Potency, µM (series often up to 38.3 µM), for inactives: top-dose activity change, negative = inhibition, actives largely listed as inhibitors; 330,000 tested, 0.31% active; active = well fitted inhibition curve with a large enough effect; inconclusive = small, poorly fitted or top-dose-only effect; inactive = no such curve, though single readings can be large or run the other way; tested in mouse RAW 264.7 cells; note: potency is the fitted concentration of half-maximal effect; % is set by controls: 0 for no effect and ±100 for the full control effect; nearly all actives have a fitted effect of over 55% in size
ASM inhibitor: blocks human secretory acid sphingomyelinase; P17405; placental ASM, HMU-PC fluorogenic substrate, 60 min; Potency, µM (top dose mostly 57.5 µM), for the others: at the top dose activity change, negative = inhibition, actives largely listed as inhibitors; 340,000 tested, 0.006% active; AID 504937; note: potency is the fitted concentration of half-maximal effect
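Steps: dispense placental human ASM, pin compound, wait 10 min at room temperature, add HMU-PC0 substrate at 9 uM final, incubate 60 min at 37 °C, add stop solution raising pH to 10, read fluorescence.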
Starred values were filed as active, the others as inactive; ? = inconclusive; . = no result given; [ ] = remark or other dose. Unless noted, calls come from the whole dose curve; as a rule, active = well fitted curve in the direction sought with a large enough effect; inconclusive = small, poorly fitted or top-dose-only effect, or another doubt; inactive = no such curve, though single readings can be large; an effect the other way counts as inactive or inconclusive.

Molecule,a7 integrin act,PTAP TSG101 blk,USP2a inh,p53 reactivator,TRPV1 ag,BRCA1 expr act,Eya2 inh,B2AR arrestin,ELG1 genotoxic,uPA generation,ASM inhibitor
Cc1ccc(C)c(Cn2nnc3c(=O)[nH]c(C4CCCN(C(=O)c5cccs5)C4)nc32)c1 (stereo not given),12%,0%,1%,-13%,7,-31%,?,0.4%,-6%,0%,-5%
CCOC(=O)CSc1nc(-c2ccccc2)nc2ccc(C)cc12,-3%,-2%,3%,-1%,5,-12%,8%,0.5%,-1%,-1%,-1%
Cc1cc2c(cc(C(=O)OC(C(=O)NCc3ccco3)C(C)C)n2C)o1 (stereo not given),3%,2%,-14%,1%,3,-21%,1%,0.2%,-9%,0%,-4%
COc1ccc(C(=O)Nc2ccc(S(=O)(=O)N3CCCC3)cc2)c(OC)c1,-17%,-2%,0%,-5%,4,-1%,6%,0.3%,10%,-1%,-4%
Cc1nc(SCCC(=O)O)c2ccccc2n1,19%,-2%,3%,-10%,-1,-1%,-17%,0.0%,-6%,13%,0%
Cc1[nH]c(=O)[nH]c(=O)c1CSc1nnc(CCCCCNC(=O)OC(C)(C)C)o1,-24%,-3%,0%,-2%,-2,-1%,-8%,-0.3%,1%,.,-2%
O=C(CNC(=O)c1ccc(Cl)cc1)N/N=C/c1cccnc1,-19%,0%,-1%,3%,2,-13%,5%,-0.5%,5%,4%,-1%
COc1ccccc1-c1cc(C(=O)NCCCN2CCOCC2)no1,-2%,-1%,-1%,-3%,2,8%,3%,-0.3%,10%,1%,1%
O=C1C(=O)N(C/C=C/c2ccccc2)c2ccccc21,-39%,-5%,0%,20%,-1,-29%,0%,0.1%,?,?,-8%
N#CCC(=O)Nc1ccc(C(=O)OC(C(=O)Nc2ccc([N+](=O)[O-])cc2Br)c2ccccc2)cc1 (stereo not given),13%,3%,.,.,.,-23%,.,.,.,7%,-17%
CCN1CCN(c2ccc(S(=O)(=O)N3CCCCC3)cc2NC(=O)c2ccc(C)o2)CC1,-27%,-3%,0%,-6%,-1,-11%,-15%,0.3%,2%,-7%,-1%
CCOc1cccc(CN2CCC(n3nccc3NC(=O)CCCc3ccccc3)CC2)c1,-33%,-2%,-11%,-16%,9,-3%,-18%,-0.3%,-8%,-12%,0%
Cc1cccc(C)c1NC(=O)Cc1cccs1,-41%,-1%,2%,-3%,0,-2%,13%,-0.5%,0%,0%,-1%
Fc1cccc(/C=N/Nc2nccnc2Cl)c1,15%,-3%,0%,.,6,?,-22%,0.2%,?,?,10%
Cc1ccc2c(c1C)OC(=O)CC2(C)C,4%,-1%,4%,5%,1,24%,-5%,0.3%,-2%,0%,4%
CC(=O)Nc1cccc(NC(=O)C(=O)c2cn(CC(=O)N3CCCCC3)c3ccccc23)c1,-3%,-3%,4%,6%,0,109%,0%,-0.7%,8%,1%,-8%
CCCc1c(CC)c(=N)c2ccccc2n1C,-42%,.,0%,-4%,2,-66%[inhibitor],-24%,0.1%,-7%,-7%,3%
Cc1cc(C)c[n+](-c2[nH]c(=O)sc2/C=N/N=C(\[O-])c2cccnc2)c1,?,-18%,4%,9%,0,-16%,-4%,0.0%,0%,3%,-6%
CCc1cc2c(=O)[nH]c(CC(N)=O)nc2s1,22%,-1%,0%,9%,-1,-2%,-4%,0.0%,-2%,1%,1%
CC(C)C[C@H](NC(=O)N1c2ccccc2NC(=O)[C@@H]1C(C)C)C(=O)N[C@@H](Cc1ccccc1)C(=O)O,-2%,0%,0%,9%,0,0%,10%,-0.4%,-1%,8%,1%
COc1ccc(C(=O)O/N=C(\N)c2ccccc2)cc1,-11%,-3%,2%,9%,6,?,?,-0.2%,1.8µM*,-2%,0%
CCN(C(=O)CSc1nc2cc(C(=O)O)ccc2c(=O)n1-c1ccccc1F)C1CCS(=O)(=O)C1 (stereo not given),8%,1%,.,.,.,15%,.,.,.,6%,8%
O=C(Nc1sc2c(c1-c1nc3ccccc3[nH]1)CCCC2)C1CC1,6%,-5%,-1%,6%,?,-17%,4%,-0.9%,6%,4%,12%
CCOC(=O)c1ccc(NC(=O)C(C)Sc2nc(O)c(-c3ccccc3)c(=O)[nH]2)cc1 (stereo not given),6%,-5%,3%,1%,4,64%,-17%,-0.3%,0%,1%,-2%
CCOc1ccc(NC(=O)[C@@H](NC(=O)c2ccco2)C(C)C)cc1,14%,2%,2%,-1%,0,-18%,-3%,1.0%,0%,-15%,0%
COCCC1CCCCN1C(=O)c1cc(COc2cccc(C(C)=O)c2)on1 (stereo not given),-47%[inhibitor],-1%,-2%,0%,1,?,7%,-0.3%,15%,-7%,-2%
CC1CCN(C(=O)c2cc(S(=O)(=O)N3CCOCC3)ccc2N2CCCC2)CC1,34%,-3%,-1%,0%,15,-20%,-11%,-0.4%,-2%,-5%,2%
CC(=O)N1[C@H](C)C=C[C@]1(Cc1ccccc1)C(=O)NCCc1c[nH]c2ccccc12,2%,0%,2%,.,2,-12%,3%,0.5%,-2%,13%,5%
CC(C)CN(CCCNC(=O)CN1C(=O)CSc2ccc(S(=O)(=O)N3CCOCC3)cc21)CC(C)C,-25%,-2%,3%,-1%,-11,-1%,2%,0.0%,5%,-6%,-3%
COc1ccc(OC)c(N2C(=O)CC(Cc3cc(C)cc(C)c3)C2=O)c1 (stereo not given),16%,-1%,-6%,-11%,-8,-54%,-4%,0.2%,-2%,3%,-4%
C(=N\N1CCN(C2c3ccccc3-c3ccccc32)CC1)/c1ccncc1,-5%,-3%,1%,-2%,?,-33%,9%,0.3%,-6%,-7%,-7%
Cc1cccc(CN2CCN(C(=O)c3ccccc3F)CC2)c1,-33%,0%,1%,19%,1,1%,-3%,-0.7%,-6%,5%,-1%
O=C(CSc1ccc(Cl)cc1)Nc1cccc(NC(=O)c2ccco2)c1,?,0%,-1%,-8%,1,11%,11%,-0.1%,-4%,3%,-10%
N#Cc1ccccc1S(=O)(=O)N1CCN(S(=O)(=O)c2ccc(Br)c(C(=O)O)c2)CC1,?,-2%,1%,1%,-4,-15%,0%,-0.7%,2%,7%,2%
CCN1CCN(Cc2c(O)ccc3c(=O)c(-c4ccc(OC)c(OC)c4)c(C)oc23)CC1,22%,-3%,1%,-1%,-3,6%,-1%,0.1%,4%,-2%,18%
CC(C)(C)C(=O)NC1CCN(S(C)(=O)=O)CC1,10%,-3%,1%,5%,-1,-2%,11%,0.4%,4%,-4%,4%
CCOC(=O)C1=CN(Cc2cccc(F)c2)S(=O)(=O)N(C)C1c1cccc(OC)c1 (stereo not given),0%,-1%,1%,6%,.,-7%,5%,-0.2%,-3%,20%,-1%
CC[C@@H](C)[C@H](NC(=O)OCc1ccccc1)c1nnc([C@@H](NC(=O)OCc2ccccc2)[C@@H](C)CC)o1,7%,-1%,8%,2%,17,1%,-5%,-0.2%,-5%,-21%,-8%
CCOC(=O)C1=C(C)NC(=NC)SC1c1ccccc1 (stereo not given),-19%,-3%,-2%,-3%,1,-17%,-1%,-0.4%,-7%,0%,3%
CCN1CCCC1CNC(=O)C1CCN(Cc2nc(-c3cccc(Br)c3)oc2C)CC1 (stereo not given),-50%[inhibitor],-3%,2%,-39%[inhibitor],7,-78%[inhibitor],7%,0.2%,0%,-9%,0%
CSCC(=O)N1CCCC(CNC(=O)c2ccccc2Cl)C1 (stereo not given),23%,0%,2%,6%,0,14%,0%,-0.1%,0%,3%,0%
COc1ccccc1C=NN=C(NN=Cc1ccccc1OC)NN=Cc1ccccc1OC,0%,0%,.,.,.,-72%,.,.,.,-15%,-17%
CCCc1nnc(SCC(=O)O)n1CC,16%,-5%,4%,2%,3,-8%,10%,-0.5%,0%,-2%,2%
COC(=O)CCC(=O)OC1(C)C(=O)C=C2C=C(C3CC3)N(Cc3ccc(OC)cc3)C=C2C1=O (stereo not given),5%,-1%,-6%,3%,-3,?,11%,-0.6%,4%,3%,47%[activator]
COC(=O)C1=C(CS(=O)(=O)c2ccc(OC)cc2)NC(=O)NC1c1ccccc1 (stereo not given),-7%,-1%,-1%,-1%,5,3%,-3%,-0.2%,0%,4%,-2%
CCOC(=O)c1cn(CC(=O)Nc2ccc(C)cc2)nn1,-4%[7.66 µM],-1%,1%,-9%,3,-3%,-7%,0.5%,0%,4%,3%

Assay outcomes from PubChem.
